# ALOX12 inh – ALOX12 (human) lipoxygenase inhibition; P18054; purified 12hLO, xylenol orange hydroperoxide absorbance; Potency, µM (highest dose often 108 µM), for the others: at the top dose activity change, negative = inhibition, hits mostly inhibitors; hit rate 1.1% among 580,000; active means well fitted inhibition curve with a large enough effect; inconclusive means small, poorly fitted or top-dose-only effect, or another doubt; inactive means no such curve, though single readings can be large or run the other way; further: potency means the concentration at half of the fitted maximal effect
# Target sequence (P18054 whole entry, looked up): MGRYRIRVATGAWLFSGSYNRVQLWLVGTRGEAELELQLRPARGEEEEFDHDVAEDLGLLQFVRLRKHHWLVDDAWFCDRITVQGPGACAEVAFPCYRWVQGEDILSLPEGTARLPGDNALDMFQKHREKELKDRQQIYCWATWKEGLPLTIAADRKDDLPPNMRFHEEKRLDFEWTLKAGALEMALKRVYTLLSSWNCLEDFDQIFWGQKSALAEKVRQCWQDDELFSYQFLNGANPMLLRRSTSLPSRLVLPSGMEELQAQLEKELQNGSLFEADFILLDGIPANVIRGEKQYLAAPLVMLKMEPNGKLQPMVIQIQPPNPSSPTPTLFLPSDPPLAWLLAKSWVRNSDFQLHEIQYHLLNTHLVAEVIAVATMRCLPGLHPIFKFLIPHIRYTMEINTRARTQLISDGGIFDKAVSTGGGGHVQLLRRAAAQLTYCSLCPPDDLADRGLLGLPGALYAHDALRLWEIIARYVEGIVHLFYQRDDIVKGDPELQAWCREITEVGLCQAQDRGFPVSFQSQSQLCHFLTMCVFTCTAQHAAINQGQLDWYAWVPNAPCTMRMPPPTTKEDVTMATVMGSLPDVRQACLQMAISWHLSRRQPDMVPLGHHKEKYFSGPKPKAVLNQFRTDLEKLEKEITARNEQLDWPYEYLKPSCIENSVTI
#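 Purified human 12hLO (150 nM final) in 25 mM Hepes, 0.01% Triton X-100, pH 7.0 was preincubated 15 min at room temperature with compound. Then 40 uM arachidonic acid was added, 30 min. Hydroperoxide was read by Fe-XO absorbance ratio 573/405 nm.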
# LDHA block – blocks human lactate dehydrogenase A; P00338; purified LDHA, NADH/diaphorase-resazurin fluorescence; hits give low values; activity change, % (values are at about 110 or 230 µM); hit rate 0.15% among 480,000; AID 1347041; in the data active means activity change below about -30%; inconclusive means mostly about -25% to -30%;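 further: plate controls were DMSO wells for no effect and wells without enzyme for full effect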
#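 Human LDH5 at 2 nM final in Tris HCl pH 7.4 with 0.06 mM NADH and 0.2 mM pyruvate, reacted 5 minutes at room temperature. Remaining NADH coupled via diaphorase/resazurin; resorufin fluorescence read at 0 and 20 minutes, normalized to enzyme-free and DMSO wells.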
# Starred values were filed as active, the others as inactive; ? = inconclusive; [ ] = another dose, or the depositor's remark. Unless noted, on the % scale 0 is the no-effect control and ±100 the full control effect. An excerpt (hit frequency here may not be typical).
compound,ALOX12 inh,LDHA block
Cc1ccc(S(=O)(=O)NCC(c2ccccc2)c2ccccc2)cc1,?,1.3
CN(C(=O)c1ccccc1)N(C)C(=O)c1ccccc1,-25.6%,3.2
CC(O)CNc1nc2c(c(=O)n(C)c(=O)n2C)n1Cc1ccccc1Cl (stereo unspecified),10.5%,-0.2
OCCCc1nc2ccc(Cl)cc2[nH]1,-1.6%,3.7
NC(=O)C1CCN(CC(=O)Nc2ccc(Br)cc2)CC1,17.8%,-8.4
O=C(NCC1(c2ccccc2)CC1)c1cccc(S(=O)(=O)N2CCOCC2)c1,0.3%,-10.9
Cc1cc2c(cc1S(=O)(=O)N1CCC(C(=O)N3CCN(C)CC3)CC1)OC(C)C(=O)N2 (stereo unspecified),?,-6.4
COc1ccc(CCNC(=O)CSc2nc(-c3ccc4c(c3)OCO4)ccc2C#N)cc1OC,-64.0%,-1.4
N#Cc1ccc(CS(=O)(=O)Cc2ccccc2C(F)(F)F)cc1,-7.1%,-16.6
CCNC(=O)c1c(NC(=O)c2ccc(C)cc2)sc2c1CCCC2,-27.2%,-2.2
CCOC(=O)C(NC(=O)[C@@H](NC(=O)c1ccccc1OCC)C(C)C)C(=O)OCC,38.1%,5.2
CCn1c(SCc2ccc(Cl)cc2Cl)nc2c1c(=O)n(C)c(=O)n2C,-11.2%,2.2
CC1CC1C(=O)NCC1CCCC(CNC(=O)C2CC2C)C1 (stereo unspecified),35.9%,1.1
CCCCn1cnc2c1c(O)nc(=O)n2Cc1ccccc1,-10.9%,0.8
CC1CCCN(S(=O)(=O)c2cc3cc(Cl)ccc3oc2=O)C1 (stereo unspecified),16.3%,-6.8
CCNc1oc(/C=C/c2cc(OC)c(OC)c(OC)c2)nc1C#N,?,2.2
CN1CCN(Cc2ccc(CNCc3ccc(C#N)cc3)cc2)CC1,?,-1.5
Cc1cc(C)c2nc(-c3ccc(C)c(C)c3)cc(C(=O)O)c2c1,?,-16.7
C[C@H]1COc2cccc(N(C)CCO)c2S(=O)(=O)N1,-6.3%,-11.9
Cc1cc(C)c2c(=O)n(CC(=O)Nc3ccccc3)c(=O)n(-c3ccccc3)c2n1,-7.5%,8.3
CN(CC(O)COC(CCl)CCl)S(=O)(=O)O (stereo unspecified),-27.3%,4.0
Cc1ccc(CS(=O)CCC(=O)Nc2ccccc2)cc1 (stereo unspecified),?,0.7
Cn1nc(C(=O)N2CCOCC2)cc1C(=O)Nc1ccc(F)c(F)c1,?,-2.2
COC(=O)c1c(C)sc2c1OC(N)=C(C#N)C21C(=O)N(Cc2ccccc2F)c2ccccc21 (stereo unspecified),-5.2%,1.4
c1ccc(-c2ccc(Nc3ccc4ccccc4c3)cc2)cc1,-28.8%,-0.5
O=C(Cc1cccs1)N(Cc1ccccn1)C1CC1,?,1.9
O=S1(=O)Cc2c(nc3ccccc3c2-c2ccccc2)-c2ccccc21,-8.8%,6.7
Cn1nc(C(=O)OCc2nc(-c3ccc(Br)cc3)no2)c2ccccc21,?,-7.2
Nc1ccc(C(=O)O)cn1,-24.1%,2.2
COc1ccccc1CCN1CNc2c(c(=O)[nH]c(=O)n2-c2ccc(Cl)cc2)C1,?,-13.4
CCC(=O)N1N=C(c2ccccc2)CC1c1ccc2nccnc2c1 (stereo unspecified),-17.6%,-7.1
CC(C)(C)c1ccc(-c2nnc(SCc3nc4ccccc4o3)o2)cc1,56.3%[activator],6.9
O=C(NCc1cccc(Cl)c1)C(=O)Nc1cccc2[nH]ccc12,7.3%,-12.9
Cn1c(=O)c2c(ncn2Cc2nc(-c3cccc(C(F)(F)F)c3)no2)n(C)c1=O,3.8%,-1.4
CCOC(=O)C(C)Oc1ccc2c(=O)c(Oc3cc(C)ccc3C)coc2c1 (stereo unspecified),0.6%,-15.8
CCc1c(-c2ccccc2)ncn1Cc1cccc(-c2ccccc2)c1,?,0.5
O=C(c1ccccc1)c1ccc(OC(=O)c2c(F)cccc2Cl)cc1,3.8%,-1.3
CCCCCn1nc(C(=O)Nc2ccccc2CC)c2ccccc2c1=O,-7.3%,-2.2
COc1ccc(CN2CCCN(C(=O)c3cn(C)nc3-c3ccc4c(c3)OCCCO4)CC2)cc1,4.3%,1.2
CC(C)c1ccc2oc(-c3ccc(Cl)c(NC(=O)c4cccnc4)c3)nc2c1,-10.9%,-0.9
CCOc1ccc(N(Cc2cc3cc(C)ccc3[nH]c2=O)C(=O)C(C)C)cc1,-15.7%,-4.3
COC(=O)c1c(C)[nH]c(C(=O)C(C)Nc2ccc(OC)cc2OC)c1C (stereo unspecified),-3.6%,9.5
CO[C@@H]1CN(C)C(=O)c2cc(NC(=O)NC3CCCCC3)ccc2OC[C@@H](C)N(CCc2ccccc2)C[C@H]1C,-27.3%,-5.1
Nc1nc(-c2ccc(Cl)cc2)nn1C(=O)c1ccc(Cl)cc1,0.0%,-1.9
O=C(c1cccc(S(=O)(=O)Nc2cc(C(F)(F)F)ccc2Cl)c1)N1CCCC1,13.6%,2.8
COC(=O)C1=C(C)NC(=O)C1(NC(=O)c1ccco1)C(F)(F)F (stereo unspecified),-0.4%,-6.9
Cc1ccc(OCCN)c(C)c1,-6.6%,7.2
Cc1ccc(C(=O)NC(=S)NNC(=O)C2CC2)cc1,?,2.6
N#Cc1ccc(NCCNC(=O)C2CCCCC2)nc1,3.9%,3.9
O=C(Nc1ccc(-c2noc(-c3ccccc3Br)n2)cc1)c1ccco1,-8.2%,-1.0
Cc1cccc(Oc2ccc(S(=O)(=O)N3CCCCC3)cc2NC(=O)c2ccncc2)c1,?,1.3
O=C(NCCO)c1nc(-c2ccc3[nH]ccc3c2)no1,3.1%,9.3
N#Cc1cccc(NC(=O)c2cc(Cl)cc(Cl)c2)c1,-19.1%,0.7
OCc1cccc(Nc2ncnc3sccc23)c1,4.4%,2.3
COc1cc(-c2noc(-c3ccc(Br)cc3)n2)cc(OC)c1OC,-30.0%,5.3
CCc1ccc(-c2cc(C(=O)NCCc3ccccc3)c3ccccc3n2)cc1,16.8%,-0.9
Cc1ccc(CN(C)C(=O)Cn2c(=O)n(C)c3ccccc32)cc1,14.7%,-1.2
O=C(c1sc2cc(Cl)ccc2c1Cl)N(Cc1ccccc1)C1CCS(=O)(=O)C1 (stereo unspecified),?,1.3
CCn1cc2nc(SCC(=O)N3CCCC3)n(Cc3ccc(OC)cc3)c(=O)c2n1,?,-1.8
Clc1ccc(-c2nc(NCc3ccc4c(c3)OCO4)c3ccccc3n2)cc1,?,9.5

# Given as labelled records: entries from further up.
Compound: COC(=O)C1=C(C)NC(=O)C1(NC(=O)c1ccco1)C(F)(F)F (stereo unspecified)
  ALOX12 inh = -0.4%
  LDHA block = -6.9

Compound: Cc1ccc(OCCN)c(C)c1
  ALOX12 inh = -6.6%
  LDHA block = 7.2

# (more compounds)
compound,ALOX12 inh,LDHA block
Cc1cc(-c2ccc(C=O)o2)ccc1Br,?,1.1
Cc1ccc(-c2cc(C(=O)OCC(=O)N3CCOCC3)c3ccccc3n2)cc1,?,5.8
Cn1nc(-c2ccc(OCC(=O)NC(C)(C)C)cc2)c2ccccc2c1=O,7.7%,9.6
COc1ccc(/C=C(/CCCC(=O)O)c2nc3ccccc3s2)cc1C,?,10.5
CC1(C2CC2)NC(=O)N(CC(=O)Nc2cnc3ccccc3c2)C1=O (stereo unspecified),8.2%,2.0
O=S1(=O)CCN2C(c3cc(Cl)ccc3Cl)=CSC2=N1,4.7%,3.0
OC1CCN(Cc2csc(-c3ccccc3)n2)CC1,2.5%,-22.5
CC(C)COC(=O)c1nn(-c2ccccc2)c(=O)c2ccccc12,-5.5%,2.6
COC(CNC(=S)NC1CCCC1)OC,1.0%,3.9
CC(NC(=O)c1ccc(Br)o1)c1ccc(S(N)(=O)=O)cc1 (stereo unspecified),3.1%,4.3
Cc1csc(SCC(=O)Nc2ccc(C(N)=O)cc2)n1,-20.5%,-0.6
C=CCNC(=O)NC(=O)CN(CC(=O)Nc1c(C)cccc1C)CC(=O)Nc1c(C)cccc1C,42.0%[activator],4.1
CCOC(=O)c1ccc(N2C(=O)Cc3cc(OC)c(OC)cc3C2c2ccc(OCC)cc2)cc1 (stereo unspecified),8.2%,1.8
N#C/C(=C/c1ccc(OCc2ccccc2Cl)cc1)c1nc2ccccc2s1,10.7%,4.5
Clc1ccc(Oc2ccc3nnnn3n2)c(Br)c1,11.5%,-2.5
CC(NS(=O)(=O)c1ccc(F)cc1Cl)C(=O)N1CCCC1 (stereo unspecified),1.7%,3.7
CNC(=S)NNC(=O)c1cc(F)cc(F)c1,-0.6%,-2.5
O=C(Cn1nnc(-c2ccsc2)n1)N1CCC(c2nc3ccccc3s2)CC1,-2.4%,8.8
O=C(Cn1nnc(-c2ccc(F)cc2)n1)N(Cc1cccs1)c1ccc2c(c1)OCCO2,23.0%,-1.5
CC(NC(=O)CCc1c[nH]c2ccccc12)c1ccncc1 (stereo unspecified),2.9%,-1.8
COCc1ccc(C(=O)Nc2cccc(C(=O)Nc3cccc(C(F)(F)F)c3)c2)cc1,?,-10.4
COc1ccc(CNC(=O)NOCc2ccccc2)cc1,-14.9%,0.6
O=C(Nc1nc(C23CC4CC(CC(C4)C2)C3)cs1)c1ccncc1,?,-2.8
CCCNC(=O)CN(C)C(=O)NC(c1ccc(C(C)C)cc1)C(C)C (stereo unspecified),66.5%[activator],20.1
CCC(CC)C(CNC(=O)c1cccc(Cl)c1Cl)N1CCOCC1 (stereo unspecified),-2.9%,-2.1
COc1ccc(OCCSC(C)C(N)=O)cc1 (stereo unspecified),0.8%,4.1
COc1cc(CC(=O)Nc2ccccc2-c2ccccc2)ccc1C,4.3%,10.4
CC(=O)N1CCN(CC(=O)Nc2sc3c(c2C(N)=O)CCCC3)CC1,39.7%,-0.4
COc1cccc(NC(=O)C2CCN(c3ccc4nnc(C(C)C)n4n3)CC2)c1,?,-11.4
O=C1/C(=C/c2ccc(-c3ccccc3)cc2)CCc2ccccc21,?,-1.4
CCc1ccccc1Nc1nc(N)nc(CSc2nnc(C3CC3)n2C)n1,10.4%,4.6
Cc1cc(Cl)c(NC(=O)c2cccc(NC(=O)C(C)(C)C)c2)c2cccnc12,-28.2%,-18.1
COC(=O)[C@@]12C[C@@H](CC(=O)NCC3CCCCC3)C(=O)N(Cc3ccc4c(c3)OCO4)C1=CCC(C)(C)C2,-11.6%,-0.2
COc1ccc(C(=O)/C=C/c2cccs2)c(OC(=O)c2cccs2)c1,-19.9%,7.9
COc1ccc(-c2cc(C(=O)N(C)CCO)c3ccccc3n2)cc1,1.5%,6.1
CCCNC(=O)Nc1ccccc1CC(N)=O,59.2%[activator],0.1
COc1ccc(-c2nc(Nc3ccc(C)cc3)c3ccccc3n2)cc1,?,12.6
CCOc1cc(/C=C(/C#N)C(=O)Nc2ccccc2C(=O)O)ccc1OC,?,?
Cc1cccc(C)c1-n1nnnc1C(c1ccnc2ccccc12)N1CCN(CCN(C)C)CC1 (stereo unspecified),8.8%,1.3
Cc1cccc(/C=N/NC(=O)c2cccs2)c1,?,1.4
Cc1cc(=O)oc2cc(OS(=O)(=O)/C=C/c3ccccc3)ccc12,30.3%[activator],2.9
O=c1cc(-c2cccc(Br)c2)oc2ccc(Cl)cc12,?,3.6
Fc1ccc(CNCCN2CCCC2)c(F)c1,?,-0.4
COCCn1c(NCCO)nc2c1c(=O)[nH]c(=O)n2C,?,5.9
CCCCOc1ccc(NC(=O)Cc2ccc(OC)cc2)c2cccnc12,?,34.8
O=C1CN(C(=O)c2cc(=O)[nH]c3ccccc23)CCN1,5.8%,18.2
Cc1ccc(Br)cc1S(=O)(=O)Nc1ccc2cn[nH]c2c1,0.9%,2.1
COc1ccc(Nc2cc(C)c3cc(C)ccc3n2)cc1,17.8µM*,2.7
COc1cc(C2Nc3c(C)cc(C)cc3-c3cc(C)nn32)ccc1O (stereo unspecified),-9.6%,26.7
Cc1ccc(NC(=S)NCC(C)(C)N2CCOCC2)cc1C,8.8%,-7.6
FC(F)(F)c1ccc(Cl)c(N/N=C/c2ccc(-c3ccccc3)cc2)c1,?,0.0

# Single records, as listed above.
# FC(F)(F)c1ccc(Cl)c(N/N=C/c2ccc(-c3ccccc3)cc2)c1 is entered as ALOX12 inh = ?; LDHA block = 0.0
# Cc1ccc(Br)cc1S(=O)(=O)Nc1ccc2cn[nH]c2c1 is entered as ALOX12 inh = 0.9%; LDHA block = 2.1
# O=C1CN(C(=O)c2cc(=O)[nH]c3ccccc23)CCN1 is entered as ALOX12 inh = 5.8%; LDHA block = 18.2

# From PubChem BioAssay
